mIDH1 inhibitor = inhibitors of human mutant IDH1 R132H. O75874. IDH1-R132H enzyme, NADPH consumption, diaphorase/resazurin fluorescence. Potency, µM (highest dose often 76.6 µM), for inactives: at the highest dose activity change, negative = inhibition, most hits filed as inhibitors. hit rate 0.093% among 390,000. AID 602179; note: % is set by controls: 0 for no effect and ±100 for the full control effect; nearly all actives have a fitted effect of over 65% in size
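IDH1-R132H (0.5 ug/mL) preincubated 30 min with compound, then NADPH (0.016 mM) and alpha-KG (2 mM) added; 80 min at RT, pH 7.5. Remaining NADPH coupled via diaphorase/resazurin to fluorescence (540/590 nm); concentration-response curves normalized to no-enzyme control.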
ALOX12 inh = ALOX12 (human) lipoxygenase inhibition. P18054. purified 12hLO, xylenol orange hydroperoxide absorbance. Potency, µM (titrated, usually from 108 µM), for the others: at the top dose activity change, negative = inhibition, usual class: inhibitors. hit rate 1.1% among 580,000. AID 1671190; note: % is set by controls: 0 for no effect and ±100 for the full control effect
Target sequence (P18054 whole entry, looked up): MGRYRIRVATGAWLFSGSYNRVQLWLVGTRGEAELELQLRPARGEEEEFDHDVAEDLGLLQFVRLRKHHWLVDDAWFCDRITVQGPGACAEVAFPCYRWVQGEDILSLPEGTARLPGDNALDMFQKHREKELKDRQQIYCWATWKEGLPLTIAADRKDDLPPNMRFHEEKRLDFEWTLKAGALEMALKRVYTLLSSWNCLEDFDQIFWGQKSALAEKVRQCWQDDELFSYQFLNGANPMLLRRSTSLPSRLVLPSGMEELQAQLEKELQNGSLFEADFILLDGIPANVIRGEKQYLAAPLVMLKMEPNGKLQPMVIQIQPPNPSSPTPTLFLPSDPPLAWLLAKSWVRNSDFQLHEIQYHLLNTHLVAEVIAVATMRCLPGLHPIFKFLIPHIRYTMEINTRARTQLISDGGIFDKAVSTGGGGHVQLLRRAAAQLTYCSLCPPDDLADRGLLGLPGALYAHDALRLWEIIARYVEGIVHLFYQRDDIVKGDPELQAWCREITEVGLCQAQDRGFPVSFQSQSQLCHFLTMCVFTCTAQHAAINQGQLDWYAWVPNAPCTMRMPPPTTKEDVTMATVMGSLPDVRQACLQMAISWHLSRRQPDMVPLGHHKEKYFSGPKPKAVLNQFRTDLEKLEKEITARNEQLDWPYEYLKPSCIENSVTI
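Hydroperoxide product was detected by ferrous iron/xylenol orange as the 573 to 405 nm absorbance ratio. Arachidonic acid at 40 uM (final) was turned over for 30 min at room temperature by 150 nM human 12hLO, pH 7.0 Hepes buffer, after 15 min compound preincubation.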
USP1 inh = inhibitors of human USP1/UAF1 deubiquitinase; O94782; recombinant USP1/UAF1, Ub-Rhodamine cleavage fluorescence; Potency, µM (titrated, usually from 57.1 µM), inactives show top-dose activity change, negative = inhibition, hits mostly inhibitors; hit rate 0.23% among 390,000; note: % is set by controls: 0 for no effect and ±100 for the full control effect; nearly all actives have a fitted effect of over 60% in size; inactives centre near -12
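1 nM enzyme complex + cpd, 15 min RT; start with Ub-Rho 150nM final; kinetic fluorescence ex 480/em 540, 6 reads q60 s. Buffer 50mM HEPES pH 7.8, 0.5mM EDTA, 0.1 mg/ml BSA, 1mM TCEP, 0.01% Tween-20.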
Vif-A3G inh = inhibitors of Vif-APOBEC3G interaction; Potency, µM (doses to about 46.1 µM), for the others: at the highest dose activity, negative = active, usual class: inhibitors; HeLa A3G-eYFP + Vif (tagged APOBEC3G with the HIV-1 protein that degrades it), YFP fluorescence, overnight; AID 602310; hit rate 0.076% among 410,000;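 note: % is set by controls: 0 for no effect and ±100 for the full control effect; nearly all actives have a fitted effect of over 60% in size; hits raise eYFP signal because A3G escapes Vif-driven loss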
Target sequence (Q9HC16 whole entry, looked up): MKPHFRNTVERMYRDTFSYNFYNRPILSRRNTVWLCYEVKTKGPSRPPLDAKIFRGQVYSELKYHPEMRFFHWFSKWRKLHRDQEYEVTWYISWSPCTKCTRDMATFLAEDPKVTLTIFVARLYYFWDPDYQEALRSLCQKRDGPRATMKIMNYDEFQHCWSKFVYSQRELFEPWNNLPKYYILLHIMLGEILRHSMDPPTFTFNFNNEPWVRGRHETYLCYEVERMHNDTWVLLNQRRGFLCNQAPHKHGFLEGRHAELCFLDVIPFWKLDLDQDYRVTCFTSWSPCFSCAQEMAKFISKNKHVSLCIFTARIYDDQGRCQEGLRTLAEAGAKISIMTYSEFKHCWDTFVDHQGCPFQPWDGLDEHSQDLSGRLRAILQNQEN
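HeLa cells stably expressing Vif and C-terminally eYFP-tagged A3G, seeded overnight at 37 deg C, then exposed to compound by pintool overnight at 37 deg C. Rise in yellow fluorescence (Ex 488/Em 500-530, Acumen) marks blocked Vif-driven A3G degradation.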
rTrxR1 inhibitor = blocks rat thioredoxin reductase 1. O89049. recombinant rTrxR1, NADPH fluorescence consumption, selenite substrate. Potency, µM (highest dose often 114 µM), for the others: top-dose activity change, negative = inhibition, actives largely listed as inhibitors. hit rate 1% among 390,000. AID 588453; note: % is set by controls: 0 for no effect and ±100 for the full control effect; nearly all actives have a fitted effect of over 65% in size
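Rat TrxR1 (90 nM in the dispensed reagent) was pre-reduced with 400 uM NADPH for 5 min at room temperature, then incubated with compound for 15 min. After 400 uM selenite was added, NADPH fluorescence (Ex 340/Em 450 nm) was followed for 8 min.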
RXFP1 ag = agonists of human relaxin receptor RXFP1; hit rate 0.3% among 370,000; Potency, µM (titrated, usually from 57.5 µM), for the others: at the top dose activation, hits mostly activators; AID 2676; HEK293T-RXFP1 cAMP TR-FRET, 30 min; response scale: percent of porcine relaxin response, buffer zero; note: % is set by controls: 0 for no effect and ±100 for the full control effect; nearly all actives have a fitted effect of over 60% in size; many of its hits are not listed in these tables
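cAMP rise read by TR-FRET after 30 min, 37C compound exposure (up to 58 uM) in RXFP1-transfected HEK293 cells with Ro 20174 present. EC50 from Hill-equation fits, with 29 nM porcine relaxin as 100% and buffer as basal.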
Vif-A3F inh = inhibitors of Vif-A3F interaction; HeLa A3F-eYFP + Vif (tagged APOBEC3F with the HIV-1 protein that degrades it), YFP fluorescence increase; hit rate 0.2% among 390,000; Potency, µM (series often up to 46.1 µM), for the others: at the highest dose activity, negative = active; note: % of control where 0% means no effect; nearly all actives have a fitted effect of over 65% in size
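Fluorescence increase (Ex 488/Em 500-530) after overnight compound treatment at 37 deg C flags inhibition of Vif-driven A3F-eYFP loss in stable HeLa A3F-eYFP/Vif cells seeded overnight beforehand.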
RGS4 inh = blocks human RGS4-accelerated GTP hydrolysis. hit rate 0.039% among 390,000. P49798. Transcreener GDP fluorescence polarization, RGS4-accelerated GTP hydrolysis. AID 504845. Potency, µM (titrated, usually from 114 µM), inactives show at the highest dose activity change, negative = inhibition, usual class: inhibitors; note: % is set by controls: 0 for no effect and ±100 for the full control effect; nearly all actives have a fitted effect of over 75% in size; some results filed as inactive show a strong effect at the top dose
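MLSMR compounds (23 nl, pin-transferred) preincubated 10 min at room temperature with a 500nM (2x) first reagent, then RGS4 at 900nM (2x) plus Transcreener GDP mix added; fluorescence polarization (620/688 nm) read before and after 90 min at 30 °C.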
TrxR1 substrate = rat thioredoxin reductase 1 substrate activity | purified TrxR1 substrate turnover, NADPH consumption readout | O89049 | hit rate 0.01% among 390,000 | Potency, µM (series often up to 114 µM), inactives show at the top dose activity change, negative = substrate turnover | AID 588456; note: % is set by controls: 0 for no effect and ±100 for the full control effect; nearly all actives have a fitted effect of over 50% in size
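Rat TrxR1, dispensed at 90 nM, was prereduced with 400 uM NADPH (final) for 5 min at ~22 deg C, then incubated with compound 15 min before 400 uM selenite. A first-read NADPH fluorescence drop versus no-compound background flagged substrates.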
Starred values were filed as active, the others as inactive; ? = inconclusive; . = no result given; & = joins results of further samples; [ ] = remark or other dose. Calls come from the whole dose curve; as a rule, active = well fitted curve in the direction sought with a large enough effect; inconclusive = small, poorly fitted or top-dose-only effect, or another doubt; inactive = no such curve, though single readings can be large; an effect the other way counts as inactive or inconclusive. Potency is the fitted concentration of half-maximal effect. This is a subset. The share of hits here may be higher or lower than overall.

no.	SMILES	mIDH1 inhibitor	ALOX12 inh	USP1 inh	Vif-A3G inh	rTrxR1 inhibitor	RXFP1 ag	Vif-A3F inh	RGS4 inh	TrxR1 substrate
1	COc1cccc2c(=O)n(CC(=O)Nc3ccccc3F)ccc12	11.9%	-0.3%[57.4 µM]	-15.1%	-7.0%	16.2%	0.1%	3.0%	-4.1%	10.7%
2	Cc1ccc(C(=O)N2CCCC2)cc1S(=O)(=O)Nc1cccc(C)c1C	11.7%	-9.1%	-14.8%	-3.3%	13.9%	0.8%	-6.5%	4.5%	6.7%
3	CC(C)c1cc(=O)n2[nH]c(SCc3ccccc3Cl)nc2n1	-4.4%	-9.1%	-0.4%	-7.0%	0.3%	-0.2%	4.0%	-6.5%	0.2%
4	Cn1cc(S(=O)(=O)Nc2ccc(F)c(Cl)c2)c(=O)n(C)c1=O	11.3%	-5.4%	-21.9%	4.2%	23.3%[57.1 µM]	0.8%	-2.8%	19.0%	12.0%[57.1 µM]
5	O=C(NCc1ccccn1)c1ccc(OC2CCN(Cc3ccc(Cl)s3)CC2)cc1	7.2%	6.3%	-19.5%	-0.7%	11.6%	-0.9%	0.5%	4.1%	4.8%
6	CN(C)CCP(=O)(c1ccccc1)c1ccccc1	0.0%	9.6%	-9.5%	-0.1%	8.8%	-0.5%	3.1%	-18.9%	7.4%
7	COc1ccc(-c2nc(C)c(CCNC(=O)c3cccs3)s2)cc1OC	4.9%	0.0%	-16.5%	-10.1%	16.7%[57.1 µM]	3.0%	5.7%	-7.3%	13.7%[57.1 µM]
8	Cc1ccc(NC(=O)CN2C(=O)c3ccccc3Sc3ccc(C(=O)N4CCOCC4)cc32)cc1C	-9.6%	?	-6.0%	4.0%	9.5%[57.1 µM]	2.5%	2.6%	?	-4.0%[57.1 µM]

Sorted by value in rTrxR1 inhibitor (high to low): 5 of the compounds above
nr | SMILES | ALOX12 inh | USP1 inh | rTrxR1 inhibitor | RXFP1 ag | RGS4 inh | TrxR1 substrate
1 | COc1cccc2c(=O)n(CC(=O)Nc3ccccc3F)ccc12 | -0.3%[57.4 µM] | -15.1% | 16.2% | 0.1% | -4.1% | 10.7%
2 | Cc1ccc(C(=O)N2CCCC2)cc1S(=O)(=O)Nc1cccc(C)c1C | -9.1% | -14.8% | 13.9% | 0.8% | 4.5% | 6.7%
5 | O=C(NCc1ccccn1)c1ccc(OC2CCN(Cc3ccc(Cl)s3)CC2)cc1 | 6.3% | -19.5% | 11.6% | -0.9% | 4.1% | 4.8%
6 | CN(C)CCP(=O)(c1ccccc1)c1ccccc1 | 9.6% | -9.5% | 8.8% | -0.5% | -18.9% | 7.4%
3 | CC(C)c1cc(=O)n2[nH]c(SCc3ccccc3Cl)nc2n1 | -9.1% | -0.4% | 0.3% | -0.2% | -6.5% | 0.2%

The main list resumes, starting 2 compounds before the break.
no.	SMILES	mIDH1 inhibitor	ALOX12 inh	USP1 inh	Vif-A3G inh	rTrxR1 inhibitor	RXFP1 ag	Vif-A3F inh	RGS4 inh	TrxR1 substrate
7	COc1ccc(-c2nc(C)c(CCNC(=O)c3cccs3)s2)cc1OC	4.9%	0.0%	-16.5%	-10.1%	16.7%[57.1 µM]	3.0%	5.7%	-7.3%	13.7%[57.1 µM]
8	Cc1ccc(NC(=O)CN2C(=O)c3ccccc3Sc3ccc(C(=O)N4CCOCC4)cc32)cc1C	-9.6%	?	-6.0%	4.0%	9.5%[57.1 µM]	2.5%	2.6%	?	-4.0%[57.1 µM]
9	CC(C)c1ccc(C(=O)Nc2ccc(S(=O)(=O)NC3=NCCCCC3)cc2)cc1	10.0%	-27.7%	-3.3%	-7.4%	.	.	-5.0%	.	.
10	COc1cc(NC(=O)c2n[nH]c(=O)c3ccccc23)cc(OC)c1	0.7%	0.2%	7.4%	1.6%	25.8%	29.2%	0.5%	7.4%	4.2%
11	O=C(COC(=O)c1ccc([N+](=O)[O-])o1)NC1CCCc2ccccc21 (configuration not stated)	6.0%	-3.3%	?	-4.9%	?	.	-0.9%	5.5%	-14.7%
12	COc1ccc(NC(=O)CN(C)C(=O)c2ccc(N3CCCC3)c([N+](=O)[O-])c2)cc1	-5.0%	4.5%	-9.4%	0.5%	-2.6%	1.0%	-0.8%	1.3%	-10.8%
13	CCOC(=O)c1c(NC(=O)c2cccc(N3C(=O)CCC3=O)c2)sc(C)c1C	7.1%	-1.6%	-5.0%	-1.4%	24.6%	1.0%	0.0%	13.7%	16.6%
14	COc1ccc(C)cc1NC(=O)c1cc(S(=O)(=O)N2CCN(c3cccc(C)c3C)CC2)ccc1F	-5.0%	-3.3%	7.1%	-0.5%	17.3%[57.1 µM]	5.4%	-3.7%	-3.6%	6.5%[57.1 µM]
15	CCOc1ccc(NS(=O)(=O)c2ccc3[nH]cc(C(=O)NCCOC)c(=O)c3c2)cc1	-4.7%&-4.5%	?	-16.9%&7.6%	-3.0%&-1.2%	-6.3%&-2.1%	-1.1%&-0.5%	2.5%&0.0%	-7.0%&17.8%	-6.7%&-1.2%
16	CCOC(=O)c1cnc2c([N+](=O)[O-])cnn2c1C	8.9%	8.4%	-21.9%	0.2%	-7.3%	1.0%	4.2%	-11.1%	-9.6%
17	COC(=O)C(C)N1CCC(=O)c2ccccc2S1(=O)=O (configuration not stated)	-8.6%	8.3%	-18.6%	4.9%&-1.9%	-28.8%	0.0%	-2.8%	-0.5%&-27.1%	-0.1%&7.3%
18	Cc1ccc(-c2nnc(CCC(=O)NCc3csc(C)n3)o2)s1	-9.7%	-2.4%	-6.1%	-0.6%	9.8%	3.7%	0.6%	-12.5%	0.4%
19	Cc1ccc(S(=O)(=O)N2[C@@H](c3ccc(Br)cc3)C(C(=O)O)=CC[C@H]2c2ccc(Cl)cc2)cc1	-3.1%	?	-20.0%	-2.6%	6.4%	.	-14.6%	8.5%	3.0%
20	Cc1nn(Cc2ccccc2Cl)c(Cl)c1/C=C/C(=O)OCC(=O)NC(N)=O	3.9%	0.0%	-4.4%	-25.4%	17.6%[57.1 µM]	-1.0%	-12.9%	5.7%	10.6%[57.1 µM]
21	CCOC(=O)C1CCN(CC(O)COCc2ccc(Cl)cc2)CC1 (configuration not stated)	3.4%	15.8%	-9.0%	-0.5%	31.8%	-2.2%	4.6%	8.7%	0.5%
22	CC1CN(CCOc2ccccc2-c2ccccc2)CC(C)O1 (configuration not stated)	10.5%	-12.0%	-8.3%	-9.5%	-0.1%	-0.2%	-13.8%	10.2%	-5.2%
23	CCC(=O)N1CCCc2cc(S(=O)(=O)N3CCC(N4CCCCC4)CC3)ccc21	-1.0%	8.8%	-7.3%	6.4%	7.8%	2.2%	0.5%	23.3%	2.1%
24	CCCCCC(=O)Nc1cccc(-c2nc3ncccc3o2)c1	-5.1%	11.7%	-11.4%	-5.1%	4.9%	3.4%	-2.8%	10.1%	49.2%[activator]
25	O=[N+]([O-])c1ccc(O)c(CSc2nnnn2-c2ccccc2)c1	2.9%	28.6%	-2.0%	0.7%	-4.0%[57.1 µM]	10.6%	-6.9%	3.0%	0.3%[57.1 µM]
26	C[C@H](CO)N1C[C@H](C)[C@@H](CN(C)S(=O)(=O)c2cccc(C#N)c2)OCc2cnnn2CCCC1=O	-6.4%	17.1%	0.0%	-0.4%	.	.	-2.6%	.	.
27	N#Cc1cnc(N)c(Br)c1	8.4%	-26.1%	-16.1%	2.7%	15.9%	-0.2%	11.2%	-3.6%	3.5%
28	COc1cccc(CN2CCNC(=O)C2CC(=O)N(C)Cc2cnccn2)c1OC (configuration not stated)	6.6%	6.4%	-16.5%	9.1%	-10.1%	0.1%	25.4%	-15.9%	9.4%
29	Cc1ccc(OCC(=O)O/N=C(\N)Cc2ccc(Cl)cc2)cc1	10.8%	8.8%	-31.2%	1.0%	3.4%	0.5%	3.4%	-75.0%[11.4 µM]	15.1%[57.1 µM]
30	CCCCN1CCC(COC(=O)c2cc(Cl)c(N)c3c2OCCO3)CC1	-8.4%	-1.2%	-7.6%	1.8%	8.5%&2.4%	1.0%	1.5%	-12.1%	3.6%
31	CC1CCCCC1NC(=O)c1ccc(S(=O)(=O)NCC2CCCO2)cc1 (configuration not stated)	8.1%	1.1%	-11.2%	-0.7%	6.4%[57.1 µM]	-2.5%	1.2%	11.6%	8.0%[57.1 µM]
32	CCN1C(=O)c2ccccc2S(=O)(=O)c2ccc(C(=O)NCc3ccccc3Cl)cc21	17.0%	-5.5%	-17.6%	-3.3%	48.4%[activator]	-0.2%	1.7%	-18.0%	14.5%
33	N#CCCN(Cc1cccnc1)C(=S)NC1CC2C=CC1C2 (configuration not stated)	4.4%	30.7%[activator]	-4.4%	-1.0%	8.6%[57.1 µM]	1.5%	13.1%	5.1%	10.7%[57.1 µM]
34	CCOc1nc(C)ccc1-c1noc(-c2ccncc2)n1	2.9%	-18.2%	6.6%	2.4%	9.4%[57.1 µM]	1.0%	-3.6%	31.5%	6.9%[57.1 µM]

From PubChem BioAssay
